Assay outcomes deposited in PubChem BioAssay by several laboratories.
Avidin bead fluor: compound fluoresces at 488/530 nm on avidin beads. compound fluorescence 488/530 nm, flow cytometry; stronger effect = higher value. fluorescence (KMESF) at 10 µM. 0.38% of 220,000 active; in the data active = fluorescence above about 47; also: inactives centre near 10
Rab7 wt GTP bind: modulators of GTP binding to dog Rab7 wildtype GTPase; GST-Rab7 beads, fluorescent GTP binding, flow cytometry; actives lie on both sides; untreated = 100%, excess cold GTP = 0%; GTP binding activity (percent of control), % at 10 µM; 0.055% of 190,000 active; AID 758;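 active = fluorescent GTP binding to Rab7 beads changed by at least 20 points from the 100% baseline, either direction, mostly lower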;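 also: median green fluorescence of bound Bodipy-FL-GTP per Rab7 bead population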
Rac1 act GTP bind: modulators of GTP binding to human Rac1 activated mutant; P63000; GST-Rac1 activated beads, fluorescent GTP binding, flow cytometry; actives lie on both sides; 100% means binding = to untreated wells; percent activity (GTP binding), % at 10 µM; 0.11% of 190,000 active;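 active = GTP binding at least 20 percentage points away from the 100% baseline, in either direction, so actives lie on both sides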
Rab2A wt mod: changes GTP binding to wildtype dog Rab2A, up or down; GTP binding activity, % at 10 µM; P61105; GST-Rab2 wt beads, Bodipy-GTP binding, flow cytometry; 0.19% of 190,000 active;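 active = GTP binding activity at least 20 points away from 100%, either lowered or raised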;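 also: 0% = beads with excess unlabeled GTP and 100% = no-compound control corrected for plate trend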
Mcl1-Bid inh: disrupts binding of human Mcl-1 to Bid peptide | Q07820 | inhibition, % at 21.7 µM | TR-FRET Mcl-1/Bid-Dy647 peptide binding, 1536-well | AID 1021 | 0.97% of 220,000 active;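 active = compounds that cut the binding signal by more than half at the single screening dose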;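 also: His-tagged Mcl-1 with europium anti-His antibody binding Bid BH3 peptide; 0% = Mcl-1 plus peptide wells and 100% = peptide-only wells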
Target sequence (Q07820 whole entry, looked up): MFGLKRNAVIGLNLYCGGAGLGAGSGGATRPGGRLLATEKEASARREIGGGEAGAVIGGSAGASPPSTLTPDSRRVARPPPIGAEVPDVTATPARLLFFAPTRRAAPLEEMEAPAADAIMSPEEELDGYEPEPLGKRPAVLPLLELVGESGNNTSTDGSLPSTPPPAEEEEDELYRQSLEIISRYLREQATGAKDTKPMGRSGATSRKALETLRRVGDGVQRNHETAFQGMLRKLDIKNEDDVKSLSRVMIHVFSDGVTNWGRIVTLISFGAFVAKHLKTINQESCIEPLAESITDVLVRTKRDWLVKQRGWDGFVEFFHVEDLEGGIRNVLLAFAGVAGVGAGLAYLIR
Pf gamet viab: inhibitors of late stage P. falciparum gametocyte viability; P. falciparum stage V gametocytes, ATP luminescence, 24 h; inhibition, % at 10.9 µM; 0.065% of 150,000 active; AID 743093;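 active = inhibition above the mean plus 3 SD of compounds within the control limits, set per campaign, cut at about 38% in these data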;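 also: 0% = DMSO wells and 100% = medium only without gametocytes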
Mcl1 Noxa PPI: Mcl-1/Noxa interaction inhibition. TR-FRET Mcl-1/Noxa peptide binding, 2 h. 1.5% of 220,000 active. inhibition, % at 21.7 µM. Q07820;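 active = compounds that cut the protein-peptide binding signal by more than 50% relative to plate controls in a single-dose test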;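 also: His-tagged Mcl-1 with rhodamine Noxa BH3 peptide and terbium anti-His antibody; 0% = Mcl-1 plus Noxa peptide wells and 100% = peptide-only wells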
Rac1 wt GTP bind: modulators of human Rac1 wildtype GTP binding. 0.27% of 190,000 active. GTP binding activity (% of control), % at 10 µM. GST-Rac1 beads, fluorescent GTP binding, flow cytometry; actives lie on both sides; 0 = cold GTP competed, 100 = untreated. P63000;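 active = GTP binding activity at least 20 points away from the 100% control level, either lower or higher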
Cdc42 wt GTP: human Cdc42 wildtype GTP binding change, either direction; 0.2% of 190,000 active; GST-Cdc42 beads, Bodipy-GTP binding, flow cytometry; actives lie on both sides; percent activity (GTP binding), % at 10 µM; P60953;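 active = percent activity GTP binding at least 20 points away from the 100% baseline, either down as inhibitor or up as activator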;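 also: median bead fluorescence of bound Bodipy-FL-GTP at 100 nM; 0% = excess unlabeled GTP control and 100% = no compound control; below 100% means less GTP binding so inhibitor and above means activator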
Target sequence (P60953 whole entry, looked up): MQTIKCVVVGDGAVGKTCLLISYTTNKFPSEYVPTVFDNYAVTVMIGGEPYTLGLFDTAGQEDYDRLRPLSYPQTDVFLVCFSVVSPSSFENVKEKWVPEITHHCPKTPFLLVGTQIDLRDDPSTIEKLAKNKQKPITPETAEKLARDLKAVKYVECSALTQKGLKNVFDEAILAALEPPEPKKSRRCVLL
Mcl-1 Bim block: human Bim-Mcl-1 interaction inhibition; Q07820; Bead-based flow cytometry, Bim peptide-Mcl-1 binding; inhibition, % at 10 µM; 0.1% of 190,000 active; in the data active = inhibition above about 40%;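 also: 0% = no compound tracer wells and 100% = peptide blocker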
HRas wt GTP: human HRas wildtype GTP binding, change in either direction; P01112; GST-Ras wt beads, Bodipy-FL-GTP binding, flow cytometry; actives lie on both sides; GTP binding activity, % at 10 µM; 0.14% of 190,000 active; AID 759;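 active = GTP binding activity at least 20% away from the 100% baseline, either lowered as inhibitor or raised as activator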;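 also: 0% = unlabeled GTP competition control and 100% = no-compound control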
Target sequence (P01112 whole entry, looked up): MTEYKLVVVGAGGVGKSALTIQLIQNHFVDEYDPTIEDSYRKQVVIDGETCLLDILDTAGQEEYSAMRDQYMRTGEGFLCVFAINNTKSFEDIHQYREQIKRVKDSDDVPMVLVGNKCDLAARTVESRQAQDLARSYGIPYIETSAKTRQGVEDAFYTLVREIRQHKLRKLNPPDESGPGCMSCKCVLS
* hit, by the source's call; . = not tested or not shown.

SMILES	Avidin bead fluor	Rab7 wt GTP bind	Rac1 act GTP bind	Rab2A wt mod	Mcl1-Bid inh	Pf gamet viab	Mcl1 Noxa PPI	Rac1 wt GTP bind	Cdc42 wt GTP	Mcl-1 Bim block	HRas wt GTP
CN(CC(=O)O)S(=O)(=O)c1ccc(F)cc1	7	92	102	100	10	.	20	105	102	-4	100
Cc1ccc(C2C(=O)N(C3CCC(C)CC3)CC(=O)N2C2CC2)cc1 (configuration not stated)	16	98	100	99	-10	.	-12	103	97	10	96
Cc1c(NC(=S)NC(NC(=O)CC(C)C)C(Cl)(Cl)Cl)c(=O)n(-c2ccccc2)n1C (configuration not stated)	32	101	100	95	-22	-9	6	106	101	-4	100
O=C(CSc1nnnn1-c1ccc2c(c1)OCCO2)N1CCN(C(=O)c2ccco2)CC1	12	103	98	98	-18	-3	11	101	99	-2	98
O=C(/C=C/c1ccc([N+](=O)[O-])cc1)NCCc1ccccc1	11	97	96	98	-2	1	11	99	98	4	96
CC(C)CN(C(=O)CN1CCN(c2cccc(Cl)c2)CC1)c1c(N)n(CC(C)C)c(=O)[nH]c1=O	5	107	96	104	-13	-22	-14	105	100	-3	102
COC(=O)C1CCN(C(=O)COC(=O)CC(NC(C)=O)c2ccccc2)CC1 (configuration not stated)	14	98	98	100	-13	1	0	98	100	-2	101
Cc1ccc(N(Cc2cc3ccccc3[nH]c2=O)S(C)(=O)=O)cc1	10	99	96	97	-4	8	-11	100	95	-2	96
O=C(COc1ccccc1)Nc1nnc(-c2ccccc2)o1	7	101	101	100	-15	.	-13	105	99	-2	100
CC(C)=NOc1nc(N(C)C)nc(N(C)C)n1	11	106	100	101	3	13	2	102	100	-5	100
COC(=O)c1ccc(Cn2cc(C(F)(F)F)ccc2=O)cc1	11	99	94	96	-26	-2	-2	97	95	0	96
N=c1sc2ccccc2n1-c1ccccc1	22	103	97	101	-21	.	17	100	99	-2	100
Cc1cccc(NC(=S)N(CCN(C)C)Cc2cc3cc(C)cc(C)c3[nH]c2=O)c1	18	104	100	102	-65	3	8	104	103	-5	102
Cc1ccc(S(=O)(=O)CNC(=S)c2ccc3ccccc3c2)cc1	34	97	97	97	30	.	7	101	100	-5	99
CCOc1ccc(-n2c(SCc3ccc([N+](=O)[O-])cc3)nnc2-c2ccccc2)cc1	15	102	99	99	-39	-11	17	104	99	-4	102
CN(C1CCCCC1)S(=O)(=O)c1ccc2c(c1)c(=O)c(C(=O)NCCN1CCCC1)cn2C	8	105	101	103	14	.	16	108	103	2	104
COc1nc(C)ccc1-c1noc(-c2ccncc2)n1	23	103	99	97	-5	.	8	112	108	3	109
O=C(COC(=O)/C=C/c1ccccc1[N+](=O)[O-])Nc1ccc(OCc2ccccc2)cc1	10	100	104	101	-11	-11	17	104	103	0	103
CC1=NN(c2ccc(C)c(C)c2)C(=O)C1C(c1cccc(O)c1)C1C(=O)N(c2ccc(C)c(C)c2)N=C1C (configuration not stated)	34	89	90	90	-93	.	13	88	90	0	91
O=C(CN1CCc2ccccc2C1)Nc1ccccc1N1CCCCCC1	33	101	100	101	49	.	25	102	101	-1	100
COc1cccc(/C=N/NC(=O)C[n+]2ccccc2)c1OC	3	102	101	102	-13	8	5	108	98	-1	102
O=C(O)CS(=O)CC(=O)Nc1cccc(C(F)(F)F)c1 (configuration not stated)	9	104	94	101	-28	-7	17	102	99	1	102
COc1ccc(-c2nnc(SCc3cccc(C)c3)n2N)cc1	37	95	92	94	-17	-3	14	93	97	-3	97
Cc1cccc(NC(=S)NCc2ccc3c(c2)OCO3)c1C	13	99	100	98	-45	.	11	104	98	-5	100

A stretch of the results above, as a working copy:
SMILES	Avidin bead fluor	Rab7 wt GTP bind	Rac1 act GTP bind	Rab2A wt mod	Mcl1-Bid inh	Pf gamet viab	Mcl1 Noxa PPI	Rac1 wt GTP bind	Cdc42 wt GTP	Mcl-1 Bim block	HRas wt GTP
COc1cccc(/C=N/NC(=O)C[n+]2ccccc2)c1OC	3	102	101	102	-13	8	5	108	98	-1	102
O=C(O)CS(=O)CC(=O)Nc1cccc(C(F)(F)F)c1 (configuration not stated)	9	104	94	101	-28	-7	17	102	99	1	102
COc1ccc(-c2nnc(SCc3cccc(C)c3)n2N)cc1	37	95	92	94	-17	-3	14	93	97	-3	97
Cc1cccc(NC(=S)NCc2ccc3c(c2)OCO3)c1C	13	99	100	98	-45	.	11	104	98	-5	100

(listing goes on)
SMILES	Avidin bead fluor	Rab7 wt GTP bind	Rac1 act GTP bind	Rab2A wt mod	Mcl1-Bid inh	Pf gamet viab	Mcl1 Noxa PPI	Rac1 wt GTP bind	Cdc42 wt GTP	Mcl-1 Bim block	HRas wt GTP
CCOC(=O)c1c(C)[nH]c(C(=O)OCC(=O)N2CCc3ccccc32)c1C	2	96	100	100	31	-2	-4	104	102	3	100
CCOC(=O)C(C)Sc1nc(N)c(NC(=O)c2ccc(OC)c(OC)c2)c(=O)[nH]1 (configuration not stated)	5	98	96	99	-26	.	3	101	98	-2	97
O=C(Nc1nc2ccc(S(=O)(=O)N3CCCCC3)cc2s1)c1ccncc1	10	100	98	100	-12	5	10	97	100	-5	99
O=C(CSc1ccc2c(c1)OCCO2)NCc1ccco1	7	96	95	98	-25	.	21	97	98	-6	96
COc1ccccc1NS(=O)(=O)N(C)C	10	99	93	97	-6	.	-36	110	100	0	100
COc1ccc(-n2c(=O)c3ccccc3n(CC(=O)Nc3cccc(OC)c3)c2=O)cc1	10	98	93	96	-1	24	-3	96	92	-3	96
O=c1oc(-c2cc3ccccc3o2)nc2sc3c(c12)CCCC3	4	92	94	93	-17	-9	-19	96	95	0	95
O=C(Nc1nc(-c2ccncc2)cs1)c1ccco1	0	92	93	91	-13	.	94*	93	94	-1	94
CCOc1ccc(C(=O)Nc2cc(C)on2)cc1	7	100	98	103	-9	10	-10	99	104	-1	102
Cc1cc(C(=O)COc2cccnc2[N+](=O)[O-])c(C)n1Cc1cccs1	10	107	96	102	-38	-4	22	104	97	-2	97
O=C(Oc1ccc2ccccc2c1)c1ccco1	9	100	102	100	-13	12	9	107	104	-3	102
O=C1NC2(CCCCCC2)N=C1c1ccc(F)cc1	5	97	100	99	12	-12	15	110	101	0	101
CCS(=O)(=O)CCSc1nc2ccccc2o1	13	95	98	98	-9	.	-2	97	98	-4	99
Nc1nonc1C(=O)NCCNCc1c(OCc2ccccc2F)ccc2ccccc12	5	101	100	102	19	3	21	105	104	0	103
COCCn1c(SCC(=O)Nc2nnc(C)s2)nnc1-c1c[nH]c2ccccc12	38	99	97	98	-3	.	-4	98	102	-1	98
COc1cc2c(=O)n(-c3ccc(C)cc3)c(=O)n(CC(=O)c3ccc4c(c3)OCO4)c2cc1OC	17	102	99	103	5	-39	-35	105	104	0	101

Complete entries, looked up by structure. Order of screens: Avidin bead fluor	Rab7 wt GTP bind	Rac1 act GTP bind	Rab2A wt mod	Mcl1-Bid inh	Pf gamet viab	Mcl1 Noxa PPI	Rac1 wt GTP bind	Cdc42 wt GTP	Mcl-1 Bim block	HRas wt GTP
COCCn1c(SCC(=O)Nc2nnc(C)s2)nnc1-c1c[nH]c2ccccc12 across the screens: 38	99	97	98	-3	.	-4	98	102	-1	98
O=C(Oc1ccc2ccccc2c1)c1ccco1 across the screens: 9	100	102	100	-13	12	9	107	104	-3	102
CCS(=O)(=O)CCSc1nc2ccccc2o1 across the screens: 13	95	98	98	-9	.	-2	97	98	-4	99

Next section
SMILES	Avidin bead fluor	Rab7 wt GTP bind	Rac1 act GTP bind	Rab2A wt mod	Mcl1-Bid inh	Pf gamet viab	Mcl1 Noxa PPI	Rac1 wt GTP bind	Cdc42 wt GTP	Mcl-1 Bim block	HRas wt GTP
COc1ccc(C)cc1NC(=O)C1CC(=O)N(Cc2ccco2)C1 (configuration not stated)	18	96	98	97	-26	.	12	96	96	0	97
Nn1c(Nc2ccc(Cl)cc2)nncc1=O	6	103	100	99	-10	12	-2	101	99	-1	97
COc1cc(/C=N/NC(=O)/C(=C\c2ccc3c(c2)OCO3)NC(=O)c2ccccc2)ccc1O	15	99	99	100	-76	.	38	99	98	-1	98
CCN(CC)S(=O)(=O)c1ccc(Cl)nc1	5	100	99	98	-26	-6	5	102	98	-1	98
COc1ccc(C(=O)N2CCN(C3CCN(Cc4ccccc4)CC3)CC2)cc1OC	12	100	100	102	58*	.	23	103	104	1	102
COc1ccc(NC(=O)C2CCCN2C(=O)Oc2ccccc2)cc1 (configuration not stated)	11	94	92	94	-15	.	8	98	94	0	94
COc1ccc2c(c1)SC1=NCCS(=O)(=O)N12	10	94	95	95	-22	5	2	95	96	-2	97
CN(C)S(=O)(=O)c1ccc(C(=O)N2CCN=C2SCc2ccccc2)cc1	6	95	94	95	-9	5	21	99	100	-2	97
O=c1cc[nH]c2ccc(Cl)cc12	10	101	98	102	5	.	-2	105	103	-1	101
COC(=O)c1ccccc1NC(=O)N1CCN(c2ccc(OC)cc2)CC1	10	109	93	103	-13	-7	27	101	98	-1	98
